# TexasRed fluor = Total Fluorescence Counterscreen for Inhibitors of the Interaction of Thyroid Hormone Receptor and Steroid Receptor Coregulator 2. TRb/SRC2 Texas Red total fluorescence interference. Potency, µM (highest dose often 106 µM), inactives show at the highest dose fluorescence change, negative = quenching. hit rate 0.29% among 280,000. AID 1479, 2009; active means well fitted curve in either direction with a large enough effect; inconclusive means small, poorly fitted or top-dose-only effect
#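 Flags fluorescent or light-absorbing compounds by total fluorescence, S + 2P, at 555 nm excitation and 632 nm emission. Mixture: 20 nM Texas Red SRC2 peptide, 0.6 uM human TRb LBD, 1 uM T3, 5% DMSO; compound exposure 5 h at ambient temperature.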
# Tau fibril FP = qHTS for Inhibitors of Tau Fibril Formation, Fluorescence Polarization. K18 P301L tau heparin fibrillization, Alexa594 FP, 6 h. Potency, µM (top dose mostly 57.7 µM), for the others: at the top dose activity, negative = inhibition, most hits filed as inhibitors. hit rate 0.39% among 280,000. AID 1468, 2008; further: nearly all actives have a fitted effect of over 55% in size
# Target sequence (P10636 561-689 P618L limits assumed): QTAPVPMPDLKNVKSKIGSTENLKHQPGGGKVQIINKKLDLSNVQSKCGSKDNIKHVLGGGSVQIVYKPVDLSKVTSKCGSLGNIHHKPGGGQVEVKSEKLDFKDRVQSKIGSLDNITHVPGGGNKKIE
#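 Quantitative HTS format: compounds meet 15 uM recombinant K18 P301L tau and Alexa 594-tau tracer in 100 mM sodium acetate pH 7; 20 uM heparin triggers fibrillization at 37 C over 6 hr; FP gives the signal.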
# TRb-SRC2 inh = qHTS for Inhibitors of the Interaction of Thyroid Hormone Receptor and Steroid Receptor Coregulator 2 | Thyroid hormone receptor beta (Homo sapiens), P10828 | TRbeta-SRC2 peptide binding, fluorescence polarization; receptor liganded with 1 µM T3 | Potency, µM (series often up to 106 µM), for inactives: at the top dose activity change, negative = inhibition, most hits filed as inhibitors | hit rate 0.065% among 280,000 | AID 1469, 2008;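 further: plate controls were bound peptide for no effect and peptide without receptor for full effect; nearly all actives have a fitted effect of over 50% in size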
#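 Fluorescence polarization of 20 nM Texas Red SRC2 peptide with 0.6 uM human TRb ligand-binding domain, in Tris buffer with 1uM T3 and 5% DMSO. Incubated 5 hr ambient; normalized to unbound and bound controls.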
# RGS12 GoLoco inh = qHTS Assay for Inhibitors of RGS12 GoLoco Motif Activity (Red Fluorophore). Guanine nucleotide-binding protein G(i) subunit alpha-1 (Homo sapiens), P63096. Gai1:RGS12 GoLoco peptide FP, rhodamine, 10 min. Potency, µM (doses to about 61.6 µM), for inactives: at the highest dose activity, negative = inhibition, most hits filed as inhibitors. hit rate 0.44% among 230,000. AID 880, 2007; active means well fitted inhibition curve with a large enough effect, not every such curve was filed as active; inactive means no such curve, though single readings can be large or run the other way; further: nearly all actives have a fitted effect of over 30% in size; many of its hits are not listed in these tables
# Target sequence (P63096 whole entry, looked up): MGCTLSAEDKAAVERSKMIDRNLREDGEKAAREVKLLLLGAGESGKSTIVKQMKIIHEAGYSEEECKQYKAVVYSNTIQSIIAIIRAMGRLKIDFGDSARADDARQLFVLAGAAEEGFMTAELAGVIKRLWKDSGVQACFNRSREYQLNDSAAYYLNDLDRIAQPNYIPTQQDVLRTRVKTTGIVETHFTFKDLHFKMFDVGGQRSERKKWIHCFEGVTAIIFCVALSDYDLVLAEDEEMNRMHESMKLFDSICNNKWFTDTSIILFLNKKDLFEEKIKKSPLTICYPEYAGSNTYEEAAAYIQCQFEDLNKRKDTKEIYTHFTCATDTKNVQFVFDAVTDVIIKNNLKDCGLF
# Tau ThT inhib = qHTS for Inhibitors of Tau Fibril Formation, Thioflavin T Binding; hit rate 2.1% among 270,000; Microtubule-associated protein tau (Homo sapiens), P10636; Potency, µM (top dose mostly 57.4 µM), for inactives: top-dose activity, negative = inhibition, most hits filed as inhibitors; recombinant tau K18 P301L (four-repeat tau fragment), heparin-induced fibrillization, ThT fluorescence; further: nearly all actives have a fitted effect of over 55% in size
#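 Aggregation was driven by heparin (20 uM final) acting on recombinant tau […] bearing P301L in 100 mM sodium acetate pH 7; fibrils were detected with Thioflavin T.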
# RECQ1 helicase = qHTS Assay for Inhibitors of RecQ-Like Dna Helicase 1 (RECQ1) | ATP-dependent DNA helicase Q1 (Homo sapiens), P46063 | RECQ1 DNA unwinding, red fluorescence kinetic read | Potency, µM (series often up to 57.3 µM), without a hit: at the top dose activity, negative = inhibition, actives largely listed as inhibitors | hit rate 0.54% among 240,000 | AID 2549, 2010;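 further: plate controls were vehicle for no effect and no enzyme for full effect; nearly all actives have a fitted effect of over 30% in size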
#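 50 nM RECQ1T1 preincubated 15 min with compound in Tris pH 8.0 buffer with MgCl2, DTT, Tween-20 and 2.5 ug/ml poly(dI-dC); started with 200 nM TAMRA/BHQ-2 forked duplex and 2 mM ATP. Unwinding read as fluorescence (525/598 nm), two reads 2 h apart.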
# L3MBTL1 inh = qHTS Assay for the Inhibitors of L3MBTL1; Lethal(3)malignant brain tumor-like protein 1 (Homo sapiens), Q9Y468; AlphaScreen L3MBTL1–H3K9me1 peptide binding; Potency, µM (titrated, usually from 57.1 µM), for inactives: top-dose activity, negative = inhibition, actives largely listed as inhibitors; hit rate 0.66% among 230,000; further: nearly all actives have a fitted effect of over 60% in size
#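 Displacement of a biotinylated histone H3(1-15) peptide monomethylated at Lys9 (75 nM) from L3MBTL1 (50 nM) was measured by AlphaScreen after a 30 min room-temperature compound incubation; cefsulodin titration served as intraplate control.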
# KDM4E inh = qHTS Assay for Inhibitors of Human Jumonji Domain Containing 2E (JMJD2E). Lysine-specific demethylase 4E (Homo sapiens), B2RXH2. JMJD2E catalytic domain, FDH-coupled NADH fluorescence (FDH is formaldehyde dehydrogenase). Potency, µM (doses to about 57.1 µM), for inactives: at the top dose activity change, negative = inhibition, usual class: inhibitors. hit rate 1.6% among 230,000. AID 2147, 2009; active means well fitted inhibition curve with a large enough effect, not every such curve was filed as active; inconclusive means small, poorly fitted or top-dose-only effect, or another doubt; inactive means no such curve, though single readings can be large or run the other way;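 further: 0% = wells with enzyme and -100% = buffer wells without enzyme; nearly all actives have a fitted effect of over 50% in size; many of its hits are not listed in these tables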
# Target sequence (B2RXH2 1-337 limits assumed): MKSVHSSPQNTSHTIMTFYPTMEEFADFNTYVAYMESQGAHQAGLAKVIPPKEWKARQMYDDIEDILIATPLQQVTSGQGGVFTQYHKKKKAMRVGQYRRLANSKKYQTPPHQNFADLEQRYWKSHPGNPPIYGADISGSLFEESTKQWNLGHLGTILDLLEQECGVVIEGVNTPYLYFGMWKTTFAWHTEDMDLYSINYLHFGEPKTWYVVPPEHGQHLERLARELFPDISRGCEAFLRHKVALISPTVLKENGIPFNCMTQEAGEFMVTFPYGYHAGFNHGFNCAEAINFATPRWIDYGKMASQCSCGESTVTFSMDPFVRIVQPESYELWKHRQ
# * marks the source's active call; other numbers are inactive results; i = inactive; u = inconclusive; x = not tested or not shown; [ ] = another dose, or the depositor's remark. Unless noted, the call rests on the fitted dose curve; in most records, active means well fitted curve in the direction sought with a large enough effect; inconclusive means small, poorly fitted or top-dose-only effect, or another doubt; inactive means no such curve, though single readings can be large; an effect the other way counts as inactive or inconclusive. Unless noted, on the % scale 0 is the no-effect control and ±100 the full control effect; potency means the concentration at half of the fitted maximal effect. Some of the compounds tested (hit frequency here may not be typical).
SMILES,TexasRed fluor,Tau fibril FP,TRb-SRC2 inh,RGS12 GoLoco inh,Tau ThT inhib,RECQ1 helicase,L3MBTL1 inh,KDM4E inh
CC(=O)NCC(=O)NC(Cc1ccccc1)C(N)=O (stereo unspecified),-1%,u,-7%,4%,-4%,7%,-19%,-1%
O=S(=O)(c1cccc(S(=O)(=O)N2CCC(n3nnc4ccccc43)CC2)c1)N1CCCCC1,-1%,-3%,-11%,x,2%,-12%,-3%,1%
COc1ccccc1C(=O)Nc1ccc2c(c1)nc(CCNC(C)=O)n2C,0%,-6%,2%,-2%,-16%,-5%,-5%,10%
COCC1CCCN(Cc2nc(C(c3ccccc3)c3ccccc3)no2)C1 (stereo unspecified),-1%,-2%,-5%,-1%,-16%,5%,8%,2%
CCNS(=O)(=O)c1ccc(NC(=O)c2cccnc2)cc1,2%,-2%,7%,-2%,-7%,i,2%,-2%
CC=O,0%,x,-6%,3%,x,-5%,x,x
CCCn1c2ccccc2c2cnn(CC(=O)N3CCCC(C(=O)OCC)C3)c(=O)c21 (stereo unspecified),-2%,-7%,0%,x,-13%,x,x,x
CC(=O)OC1c2ccccc2C(=O)N1Cc1ccccc1Cl (stereo unspecified),0%,5%,-4%,-1%,-6%,i,2%,-5%
Cc1c(C(=O)NCc2ccc(OC(C)C)cc2)sc2ncnc(N(C)C3CCCCC3)c12,-3%,-4%,-4%,x,-7%,x,x,x
COC(=O)NC(c1ccccc1)[C@]1(C(C)=O)CCCC1=O (stereo partly specified),0%[11.2 µM],3%[11.6 µM],6%[11.2 µM],x,u,i[11.5 µM],x,x
CC(C)c1ccc(NC(=O)CSc2n[nH]c(=O)n2Cc2ccco2)cc1,-3%,-6%,1%,7%,-6%,17%,-18%,1%
CCOCC(=O)Nc1cccc(Br)c1,1%,4%,-15%,-15%,-4%,-11%,-11%,-2%
CCc1cccc(CN2CCC(CNC(=O)Nc3ccc(Cl)cc3)CC2)c1,1%,7%,4%,10%,7%,15%,-9%,1%
COCCCNC(=O)c1cc(C)nc2ccc(F)cc12,3%,6%,-15%,-17%,3%,-4%,10%,u
CN1C(=O)CC(N2CCN(CCN=CC3=C(O)CC(C)(C)CC3=O)CC2)C1=O (stereo unspecified),-6%,-3%,-3%,-11%,5%,0%,0%,0%
COc1ccccc1NC(=O)Nc1cc(C(C)C)ccc1C,1%,-4%,4%,-5%,4%,i,x,4%
COc1ccc(OC)c(S(=O)(=O)N2CCN(c3c(C)cccc3C)CC2)c1,3%,-4%,4%,4%,u,u,-15%,-7%
O=C(Nc1ccc(Br)cc1)C1CCN(S(=O)(=O)c2cccc3nsnc23)CC1,-2%,u,5%,x,12%,x,x,x
CCc1ccc(/C=c2\s/c(=C\C(=O)C(C)(C)C)[nH]c2=O)cc1,-3%,-13%,-8%,4%,u,-13%,x,u
O=C(OC(C(=O)Nc1ccc([N+](=O)[O-])cc1Br)c1ccccc1)c1ccccc1 (stereo unspecified),-1%,5%,4%,16%,-6%,-7%,-18%[11.4 µM],0%
CCOc1ccc(NC(=O)c2c(Nc3ccccc3C)sc(C(=O)c3ccccc3)c2N)cc1,-2%,-10%,6%,x,u,x,x,x
CCOc1ccc(CCNC(=O)c2cc3c(=O)n(C)c4ccccc4c3s2)cc1OCC,0%,-12%,-2%,x,-3%,x,x,x
COC(=O)c1cccc(COC(=O)c2cccnc2SC)c1,-3%,-4%,-4%,3%,-20%,9%,x,0%
CC1=Nc2ccccc2N=C(NC(=O)c2ccccc2)C1c1ccccc1 (stereo unspecified),-2%,4%,-3%,8%,-3%,27%,-3%,4%
Nc1c(-c2ccccc2)cnc2cc(-c3ccccc3)nn12,1%,-6%,8%,-10%,-8%,i,x,u
CCc1cc(C(=O)Nc2sc(C)c(CC)c2C#N)no1,3%,u,-6%,x,28µM*,x,x,x
C=CCn1cccc(C(=O)Nc2cc(OC)cc(OC)c2)c1=O,-2%,-9%,3%,6%,1%,i,25%,11%
CC1(C)Cc2c(ccc3ccccc23)C(=O)N1,-1%,1%,-12%,-1%,-5%,-1%,2%,u
CCOc1ccc(N2CCCCn3c2nc2c3c(=O)[nH]c(=O)n2C)cc1,-2%,3%,-3%,-2%,4%,-1%,-3%,5%
CC(Sc1nc(-c2ccccc2)cc(C(F)(F)F)n1)C(=O)O (stereo unspecified),0%,3%,3%,10%,0%,15%,6%,-2%
COc1cccc(CNC(=O)Cn2cc3c(n2)CCCC3)c1,-1%,-4%,1%,4%,-2%,-7%,10%,-4%
CC(C)(C)NC(=S)NNC(=O)c1ccc2ncccc2c1,-2%,-12%,3%,8%,-14%,i,9%,4%
CC(=O)c1ccccc1OCCOCCOCCOc1ccccc1C(C)=O,3%,12%,2%,11%,0%,2%,8%,3%
C/C(=N\NC(=O)CN1CCN(S(=O)(=O)c2ccc(C)cc2)CC1)c1ccc(O)cc1,0%,6%,-2%,6%,-8%,-3%,-1%,2%
CCOC(=O)N1CCN(C(=O)CNS(=O)(=O)c2cccs2)CC1,-1%,-2%,7%,10%,-10%,i,6%,5%
Cc1ccc(C)c(OCc2nnc(NC(=O)c3ccc4c(c3)OCO4)s2)c1,0%,-15%,8%,2%,2%,-5%,x,-8%
O=S1(=O)CCN(Cc2ccccc2Cl)CC1,-4%,-4%,-18%,8%,-17%,-5%,1%,-1%
CCCn1c(NCc2cccs2)nc2ccccc21,-3%,-1%,-1%,-1%,-8%,-2%,5%,-6%
CCOc1ccc(NC(=O)N(C)CCc2c(C)nn(C)c2C)cc1,-1%,8%,5%,x,-11%,x,x,x
O=C(CCN1CCN(c2ccccc2)CC1)Nc1ccc2c(c1)OCO2,1%,9%,4%,10%,u,i,-7%,-24%
Cc1cc(C(=O)COC(=O)CC2Sc3ccccc3NC2=O)c(C)n1-c1cccc(C(F)(F)F)c1 (stereo unspecified),1%,-4%,5%,12%,u,-17%,u,-5%
Cc1cc(-c2nsc(=O)o2)c(S(C)(=O)=O)s1,-1%,u,-9%,-11%,32µM*,-1%,-6%,-1%
CC(C)(C)C(=O)Nc1cc2nn(-c3ccccc3)nc2cc1Cl,-4%,-7%,-10%,9%,-7%,-3%,x,u
Cc1c2cnn(-c3ccccc3)c(=O)c2c(C)n1C(C)C(=O)Nc1ccc(Br)cc1F (stereo unspecified),-3%,-7%,9%,x,-2%,x,x,x
CCN(CC)C(=O)c1n[nH]c(=O)c2ccccc12,0%,2%,-9%,-9%,-1%,-5%,x,-4%

# One compound at a time (already shown). Screens in order: TexasRed fluor, Tau fibril FP, TRb-SRC2 inh, RGS12 GoLoco inh, Tau ThT inhib, RECQ1 helicase, L3MBTL1 inh, KDM4E inh
# Cc1ccc(C)c(OCc2nnc(NC(=O)c3ccc4c(c3)OCO4)s2)c1 reads 0%, -15%, 8%, 2%, 2%, -5%, x, -8%
# O=C(CCN1CCN(c2ccccc2)CC1)Nc1ccc2c(c1)OCO2 reads 1%, 9%, 4%, 10%, u, i, -7%, -24%
# CC(=O)c1ccccc1OCCOCCOCCOc1ccccc1C(C)=O reads 3%, 12%, 2%, 11%, 0%, 2%, 8%, 3%
# CCCn1c(NCc2cccs2)nc2ccccc21 reads -3%, -1%, -1%, -1%, -8%, -2%, 5%, -6%

# Carrying on.
SMILES,TexasRed fluor,Tau fibril FP,TRb-SRC2 inh,RGS12 GoLoco inh,Tau ThT inhib,RECQ1 helicase,L3MBTL1 inh,KDM4E inh
CCC(CC)C(=O)Nc1cccc(/C(C)=N\NC(=O)c2ccc(C)s2)c1,1%,-16%,0%,2%,17%,2%,-2%,4%
O=C(NC1CC1)c1ccc(CSCc2cccc(F)c2)o1,-3%,-2%,-1%,14%,u,-1%,7%,-1%
COCCN1CCn2c(nc3cc(NC(=O)c4cccs4)ccc32)C1,1%,-2%,6%,73%[activator],-6%,-4%,x,u
CCCCCOC(=O)CSc1nc2sc3c(c2c(=O)n1Cc1ccccc1)CC(C)(C)OC3,6%,-4%,-4%,x,-6%,x,x,x
O=[N+]([O-])c1cccc(-c2noc(-c3ccco3)n2)c1,-2%,4%,0%,-7%,u,0%,4%,4%
Cc1nn(Cc2c(Cl)cccc2Cl)c(C)c1NC(=O)Cn1nc([N+](=O)[O-])c(Cl)c1C,1%,-11%,4%,2%,-8%,i,3%,6%
Cc1ccc2c(c1)C1(C(=O)N2C)N2CC3(C)CN1CC(C)(C2)C3=O (stereo unspecified),-1%,1%,5%,4%,-1%,-13%,3%,3%
CCOC(=O)c1c(NC(=O)c2cc3n(n2)C(C(F)(F)F)CC(c2ccccc2)N3)sc(C)c1C (stereo unspecified),1%,-7%,-4%,30%,-7%,-4%,6%,u
C=CCn1c(N)c(C(=O)NCc2ccco2)sc1=S,-2%,-2%,-3%,2%,-11%,5%,2%,7%
COc1ccc(CNCC(O)COCc2cccs2)cc1 (stereo unspecified),0%,-2%,-10%,-1%,-8%,-5%,6%,-11%
NC[C@@]12CCCC1C1CCC2C1 (stereo partly specified),-4%,2%,-1%,9%,-2%,-5%,0%,5%
Cc1cc(C(=O)COC(=O)Cc2n[nH]c(=O)c3ccccc23)c(C)n1-c1cccc(C(F)(F)F)c1,-2%,8%,-1%,25%,u,-16%,-11%,-16%
Cc1ccc(C(=O)CN(C(=O)c2ccc(Cl)c(Cl)c2)N2C(=O)C3CCCCC3C2=O)cc1 (stereo unspecified),0%,-4%,-10%,3%,-18%,15%,x,0%
